SNCA expr inhib = Primary qHTS assay for inhibitors of alpha-synuclein gene (SNCA) expression; HEK-293 SNCA-luciferase knock-in, luminescence, 24 h; Potency, µM (doses to about 57.2 µM), for inactives: at the highest dose activity change, negative = inhibition, actives largely listed as inhibitors; 140,000 tested, 0.17% active; AID 1671194, 2021;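 further: potency means the concentration at half of the fitted maximal effect; plate controls were DMSO cells for no effect and cell-free wells for full effect; nearly all actives have a fitted effect of over 45% in size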
3T3 cytotox = Cytotoxic Profiling in NIH 3T3 Cell Line of Diverse Libraries Using Quantitative High-Throughput Screening; NIH 3T3 viability, CellTiter-Glo ATP luminescence, 48-72 h; Potency, µM (top dose mostly 96.7 µM), for inactives: at the highest dose activity change, negative = cytotoxicity, most hits filed as inhibitors; 94,000 tested, 4.3% active; further: potency means the concentration at half of the fitted maximal effect; nearly all actives have a fitted effect of over 55% in size
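Mouse fibroblast NIH 3T3 cells, 400 per well, received compound via pintool and were incubated for 48 or 72 hr prior to CellTiter-Glo ATP luminescence measurement.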
Luciferase inh = Firefly luciferase inhibition profiling of diverse chemical library using quantitative high-throughput screening | Luciferin 4-monooxygenase (Photinus pyralis), P08659 | purified P. pyralis luciferase, luminescence, biochemical | Potency, µM (titrated, usually from 115 µM), without a hit: at the top dose activity change, negative = inhibition, actives largely listed as inhibitors | 76,000 tested, 2.5% active; further: potency means the concentration at half of the fitted maximal effect; nearly all actives have a fitted effect of over 65% in size
Target sequence (P08659 whole entry, looked up): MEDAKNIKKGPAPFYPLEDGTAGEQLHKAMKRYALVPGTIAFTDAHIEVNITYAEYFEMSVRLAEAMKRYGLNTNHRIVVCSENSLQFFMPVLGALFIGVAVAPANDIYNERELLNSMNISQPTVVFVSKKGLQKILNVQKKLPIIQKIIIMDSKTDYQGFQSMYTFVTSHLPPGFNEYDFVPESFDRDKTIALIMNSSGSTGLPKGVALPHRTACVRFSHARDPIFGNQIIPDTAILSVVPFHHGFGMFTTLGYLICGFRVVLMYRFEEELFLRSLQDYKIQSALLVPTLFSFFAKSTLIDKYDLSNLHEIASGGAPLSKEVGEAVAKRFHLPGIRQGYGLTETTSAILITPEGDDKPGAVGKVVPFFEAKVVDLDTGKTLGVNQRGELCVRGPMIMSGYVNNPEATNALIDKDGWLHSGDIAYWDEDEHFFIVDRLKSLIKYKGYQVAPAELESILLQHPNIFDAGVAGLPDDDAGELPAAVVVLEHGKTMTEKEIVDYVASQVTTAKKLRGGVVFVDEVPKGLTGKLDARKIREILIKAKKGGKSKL
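Luminescence read by CCD imager after adding enzyme (10nM final) to wells holding compound, titrated in qHTS. Substrates 10uM each D-luciferin and ATP; buffer 50mM Tris acetate pH 7.5, 10mM Mg acetate, Tween-20, BSA.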
IP6K1 inhibitor = Primary qHTS assay for small molecule inhibitors of Inositol hexaphosphate kinase 1 (IP6K1). IP6K1 kinase, ADP-Glo luminescence, 2 h; hits give low values. activity change, % (series mostly up to about 58 µM). 140,000 tested, 0.81% active. AID 1645851, 2021; in the data active means activity change below about -25%
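ADP-Glo luminescence measures ADP made by human IP6K1 during a 2 h RT reaction with ATP/IP6 (mix at 1.3 mM/130 uM); top library doses 57.5 and 19.1 uM final.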
HEK cytotox = Cytotoxic Profiling in HEK 293 Cell Line of Diverse Libraries Using Quantitative High-Throughput Screening; HEK 293 viability, ATP luminescence (CellTiter-Glo), 48-72 h; Potency, µM (doses to about 115 µM), for inactives: at the top dose activity change, negative = cytotoxicity, actives largely listed as inhibitors; 94,000 tested, 6.6% active; AID 1345083, 2018; further: potency means the concentration at half of the fitted maximal effect; nearly all actives have a fitted effect of over 60% in size
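Cytotoxicity was scored by loss of ATP-coupled luminescence (CellTiter-Glo) in HEK 293 cells. Compound treatment ran 48 or 72 hr at 37 degree Celsius, 5% CO2, 95% humidity.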
SNCA viab count = GF-AFC viability counterscreen for inhibitors of alpha-synuclein gene (SNCA) expression; HEK-293-SNCA-luc viability, GF-AFC fluorescence, 24 h; Potency, µM (doses to about 57.1 µM), without a hit: top-dose activity change, negative = cytotoxicity, hits mostly cytotoxic; 150,000 tested, 0.12% active;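 further: potency means the concentration at half of the fitted maximal effect; 0% = DMSO-treated cells and -100% = medium-only wells without cells; nearly all actives have a fitted effect of over 30% in size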
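HEK-293-SNCA-luc cells (1500/well) plated 24 h, then exposed 24 h to a dilution series; GF-AFC added 30 min at 37C, fluorescence 405/540 nm; normalised to medium-only and DMSO wells, Hill fit.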
GPT2 inh = Primary qHTS assay for inhibitors of Glutamate pyruvate transaminase 2 (GPT2); Alanine aminotransferase 2 (Homo sapiens), Q8TD30; Recombinant GPT2, coupled pyruvate oxidase/HRP Amplex Red fluorescence; Potency, µM (series often up to 57.7 µM), inactives show top-dose activity change, negative = inhibition, hits mostly inhibitors; 100,000 tested, 0.25% active; further: potency means the concentration at half of the fitted maximal effect; nearly all actives have a fitted effect of over 60% in size; many of its hits are not listed in these tables
Target sequence (Q8TD30 whole entry, looked up): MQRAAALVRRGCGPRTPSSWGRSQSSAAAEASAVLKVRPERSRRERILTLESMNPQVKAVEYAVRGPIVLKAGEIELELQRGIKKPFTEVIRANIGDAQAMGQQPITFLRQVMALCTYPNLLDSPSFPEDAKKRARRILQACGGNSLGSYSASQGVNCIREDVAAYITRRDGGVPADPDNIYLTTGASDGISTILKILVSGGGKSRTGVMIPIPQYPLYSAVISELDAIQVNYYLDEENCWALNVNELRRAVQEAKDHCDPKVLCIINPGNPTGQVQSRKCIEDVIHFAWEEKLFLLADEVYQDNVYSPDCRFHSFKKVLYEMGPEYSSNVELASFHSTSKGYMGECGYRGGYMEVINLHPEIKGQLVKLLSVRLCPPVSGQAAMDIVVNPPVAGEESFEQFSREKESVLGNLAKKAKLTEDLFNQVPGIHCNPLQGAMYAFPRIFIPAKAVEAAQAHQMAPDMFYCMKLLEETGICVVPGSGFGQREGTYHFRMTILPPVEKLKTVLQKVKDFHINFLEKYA
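Recombinant GPT2 (10ng/uL) with 250uM a-KG and 2mM L-alanine, 30 min at room temperature, in HEPES pH 7.5 buffer. Pyruvate detected by pyruvate oxidase/HRP/Amplex Red fluorescence after 30 min in the dark; AOA (50uM) as positive control.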
* hit, by the source's call; i = inactive; ? = inconclusive; nt = no result given; [ ] = another dose, or the depositor's remark. Unless noted, the call rests on the fitted dose curve; in most records, active means well fitted curve in the direction sought with a large enough effect; inconclusive means small, poorly fitted or top-dose-only effect, or another doubt; inactive means no such curve, though single readings can be large; an effect the other way counts as inactive or inconclusive. Unless noted, on the % scale 0 is the no-effect control and ±100 the full control effect. Not all compounds are listed. The share of hits here may be higher or lower than overall.

SMILES | SNCA expr inhib | 3T3 cytotox | Luciferase inh | IP6K1 inhibitor | HEK cytotox | SNCA viab count | GPT2 inh
CC(=O)N(CC(O)CN(C(C)=O)c1c(I)c(C(=O)NCC(O)CO)c(I)c(C(=O)NCC(O)CO)c1I)c1c(I)c(C(=O)NCC(O)CO)c(I)c(C(=O)NCC(O)CO)c1I (stereo not given) | 52.2%[25.6 µM] | nt | nt | 8.1 | nt | 19.6%[23.9 µM] | i
Cc1cc(C(=O)N(CCC(=O)NCCC(C)C)CCC(C)C)c(C)o1 | 1.2% | ? | -1.7% | -6.0 | 31.6µM* | -7.5% | -2.9%
CCCS(=O)(=O)N1CC(F)(F)C[C@H]1c1nnc(C)o1 | 5.7% | i | 5.2% | 2.8 | i | -4.9% | 1.1%
O=C(NCc1ccc(F)cc1)c1cc(C2CC2)nc2onc(C3CCNCC3)c12 | 6.3% | ? | nt | 20.1 | ? | 7.3% | i
O=C(C1CC=CC1)N1CCC2(CC1)N(Cc1ccccc1)C(=O)CS2(=O)=O | -5.1% | -8.7% | nt | 7.3 | 1.3% | 2.8% | i
COc1ccc(S(=O)(=O)c2cn(C)c3cc(N4CCCCC4)c(F)cc3c2=O)cc1 | 24.2% | nt | nt | 0.9 | nt | 9.0% | nt
O=C1NCc2ccccc2CC12CCN(CC1CC=CCC1)CC2 (stereo not given) | -19.8% | -2.1% | nt | 10.5 | -20.7% | -5.6% | -13.1%
CC(=O)Nc1ccc(NC(=O)C(NS(=O)(=O)c2ccc(Br)s2)c2ccccc2)cc1 (stereo not given) | 19.1% | nt | nt | -3.2 | nt | -11.6% | nt
CN(C)CCNC(=O)C(C)(C)Oc1nn(Cc2cccc(Cl)c2)c2ccccc12 | ? | 10µM* | 6.3%[172 µM] | 6.4 | 31.6µM* | ? | 1.6%[88.5 µM]
Cc1ccccc1-c1cc(O)c2c(c1)CN(C(=O)C1CCNCC1)CCO2 | -2.2% | ? | 7.4% | 5.3 | ? | 16.3% | i
O=C1NC(=NC2CCCCC2)C2(CCN(Cc3ccsc3)C2)N1c1cc(F)cc(F)c1 (stereo not given) | ? | ? | nt | 8.5 | ? | -11.7% | i
CCN(CC)C(=O)[C@@H]1CCC[C@@H](NC(=O)c2ccc(Cl)cc2)CN(C)C(=O)C1 | 5.2%[87.6 µM] | -9.9%[174 µM] | -3.7%[172 µM] | -7.3 | 0.5%[172 µM] | -3.0%[87.6 µM] | i
Cc1ccc(C(=O)NC2CCCN(CCn3nc4n(c3=O)CCCC4)C2)cc1 (stereo not given) | nt | -16.2% | nt | 4.0 | -10.7% | nt | nt
COc1cccc(S(=O)(=O)N2CCC(Cc3nncn3C)CC2)c1 | 14.4% | -11.0% | -7.6% | 12.2 | -24.9% | 4.5% | -13.9%
Cc1cccc(NC(=O)c2cc3c(C)nn(-c4ccccc4)c3s2)c1 | -16.0% | nt | nt | -10.1 | nt | -0.9% | nt
Cc1ccccc1CNC[C@H]1Cn2cc(-c3ccccc3)nc2CO1 | 31.1%[activator][87.6 µM] | ? | -11.4%[172 µM] | -1.0 | 100µM* | -4.6%[87.6 µM] | -2.6%[88.5 µM]
O=C(CN1Cc2ccccc2C1=O)Nc1cc(F)ccc1F | -1.7% | nt | nt | 3.4 | nt | 1.5% | nt
COc1cccc(-c2ccc(C(=O)N3CCC(NC(=O)c4ccccc4Cl)CC3)cc2)c1 | 9.4% | ? | nt | -14.5 | 39.8µM* | -0.3%[12.5 µM] | -5.5%
CCCS(=O)(=O)N1CCC2(CC1)c1[nH]c3ccccc3c1CCN2C | 8.2% | ? | -2.9% | 2.7 | ? | -12.7%[12.5 µM] | i
Cc1noc(-c2ccc(OC(F)(F)F)cc2)c1C(=O)NCCCc1ccccc1 | 7.5% | ? | -4.0% | -0.3 | 70.8µM* | 10.3% | i
O=C1NC(=NC2CCCCC2)C2(CCCN(Cc3cccnc3)C2)N1c1cccnc1 (stereo not given) | -1.8% | ? | nt | -7.3 | i | -10.2% | i
Cc1cccc(CN2CCCCCCNC(=O)[C@@H]3CCC[C@@H]32)c1 | -2.7% | ? | -0.4% | 15.5 | ? | -12.9% | i
CCN(CC)C(=O)C(C)[C@@H]1CC[C@@]2(C)Cc3sc(NC(=O)C4CC4)nc3[C@@H](C)[C@@H]2[C@H]1O (stereo not given in full) | 15.8% | -19.4% | -22.8% | 6.3 | -4.6% | -0.7% | 0.0%
COc1ccc(NC(=O)CCNS(=O)(=O)c2ccc3c(c2)CCN3C(=O)C2CC2)cc1Cl | -2.9% | nt | nt | 1.3 | nt | -1.0% | nt
Cc1cccc(CN2CCCC(c3nc(CCOCC4CC4)no3)C2)c1 (stereo not given) | 5.6% | ? | 1.5% | -11.8 | ? | -3.7% | -8.5%
CC1(COc2ccc3[nH]ccc3c2)COc2ccc(C(=O)NCc3cccs3)cc2N1 (stereo not given) | ? | ? | -2.6%[172 µM] | -10.9 | ? | -2.2%[87.6 µM] | 1.8%[88.5 µM]
COCC1(O)CCOC2(CCN(C(=O)C3CCC3)CC2)C1 (stereo not given) | 14.3% | -18.4% | nt | 0.4 | i | 1.9% | i
COc1ccc(-c2cc(-c3cccnc3)c3cncn3c2)cn1 | 23.1%[87.6 µM] | ? | -1.7%[172 µM] | -15.2 | ? | -11.4%[87.6 µM] | -20.7%[88.5 µM]
Cc1ccccc1CN1Cc2nc(-c3cnn(Cc4ccccc4)c3)ccc2OCC1=O | ? | 22.4µM* | -3.8%[172 µM] | -10.4 | 35.5µM* | ? | i
O=[S+]([O-])(c1ccccc1)N1CCC2(CC1)CC(c1cccc(C(F)(F)F)c1)=NO2 | nt | ? | nt | 9.0 | ? | nt | nt
O=C(NCC(c1ccc(Cl)cc1)N1CCCCC1)c1ccccc1F (stereo not given) | -5.1% | nt | nt | 1.8 | nt | 5.4% | nt
CCCCc1nn(CC(=O)NC(CC)c2cccc(C)n2)c(=O)n1CC (stereo not given) | 11.9% | -20.5% | 2.9% | 2.0 | ? | 0.2% | -8.3%
Cc1cc(C)cc(NC(=O)COCc2cc(-c3ccc4c(c3)OCO4)on2)c1 | -8.1% | nt | nt | -3.7 | nt | -5.9% | nt
O=C(Nc1ccon1)[C@@H]1C[C@@H](c2ccc(F)cc2)N([S+](=O)([O-])c2ccccc2)C1 | 9.9%[87.6 µM] | ? | -13.5%[172 µM] | 6.5 | ? | 0.1%[87.6 µM] | -37.1%[88.5 µM]
COCc1nnc2n1CCC(NC(=O)Cc1c(C)noc1C)CC2 (stereo not given) | -4.2% | -10.5% | -5.2% | 0.2 | -19.3% | 3.6% | i
Cn1ncc2c(C(=O)NCc3cccc(Cl)c3)cc(-c3cccc(C(F)(F)F)c3)nc21 | nt | ? | nt | 3.0 | -18.1% | nt | nt
COc1ccc(CN2CCNC(=O)C2CC(=O)NCc2ccncc2)cc1OC (stereo not given) | 7.4% | -10.4% | -5.2% | 23.3 | -7.2% | 0.9% | i
O=C(NCc1ccccc1)c1ccc2nnc(C3CCCC3)n2c1 | 14.5%[87.6 µM] | 79.4µM* | nt | -2.5 | -36.1%[172 µM] | 10.3%[87.6 µM] | i
Cc1ccc(C)c(C(=O)N2CCc3[nH]nc(C(=O)NCCCc4ccccc4)c3C2)c1 | 8.2% | ? | 5.3% | -11.5 | ? | 10.6% | i
O=C(NCCN1CCOCC1)c1ccc2nccn2c1 | -0.7%[87.6 µM] | -1.4%[138 µM] | nt | 16.5 | 1.0%[172 µM] | 1.2%[87.6 µM] | -3.8%[88.5 µM]
Cc1ccc(CN2CCCCCCNC(=O)[C@@H]3CCC[C@@H]32)o1 | -0.1% | -21.9% | -9.8% | 10.1 | ? | 4.6% | i
CCOC(=O)[C@H]1[C@@H](O)C(=O)N(Cc2ccccc2)C12CCN(C(=O)C1CCC1)CC2 | nt | ? | nt | -1.0 | ? | nt | nt
COc1ccccc1S(=O)(=O)Nc1ccc2c(c1)CN(C)C(=O)N2 | nt | nt | nt | -11.5 | nt | -16.6% | 1.5%
COC[C@@H]1[C@H](C(=O)N2CCN(c3ccc(F)cc3)CC2)CCCN1Cc1ccccc1 | 46.8%[activator] | ? | nt | 13.3 | ? | ? | i

10 structures from above, ordered by SMILES length, smallest number first.
SMILES | SNCA expr inhib | 3T3 cytotox | Luciferase inh | IP6K1 inhibitor | HEK cytotox | SNCA viab count | GPT2 inh
O=C(NCCN1CCOCC1)c1ccc2nccn2c1 | -0.7%[87.6 µM] | -1.4%[138 µM] | nt | 16.5 | 1.0%[172 µM] | 1.2%[87.6 µM] | -3.8%[88.5 µM]
COCc1nnc2n1CCC(NC(=O)Cc1c(C)noc1C)CC2 (stereo not given) | -4.2% | -10.5% | -5.2% | 0.2 | -19.3% | 3.6% | i
CCCCc1nn(CC(=O)NC(CC)c2cccc(C)n2)c(=O)n1CC (stereo not given) | 11.9% | -20.5% | 2.9% | 2.0 | ? | 0.2% | -8.3%
COc1ccc(CN2CCNC(=O)C2CC(=O)NCc2ccncc2)cc1OC (stereo not given) | 7.4% | -10.4% | -5.2% | 23.3 | -7.2% | 0.9% | i
Cc1cc(C)cc(NC(=O)COCc2cc(-c3ccc4c(c3)OCO4)on2)c1 | -8.1% | nt | nt | -3.7 | nt | -5.9% | nt
Cc1ccc(C)c(C(=O)N2CCc3[nH]nc(C(=O)NCCCc4ccccc4)c3C2)c1 | 8.2% | ? | 5.3% | -11.5 | ? | 10.6% | i
Cn1ncc2c(C(=O)NCc3cccc(Cl)c3)cc(-c3cccc(C(F)(F)F)c3)nc21 | nt | ? | nt | 3.0 | -18.1% | nt | nt
COC[C@@H]1[C@H](C(=O)N2CCN(c3ccc(F)cc3)CC2)CCCN1Cc1ccccc1 | 46.8%[activator] | ? | nt | 13.3 | ? | ? | i
CCOC(=O)[C@H]1[C@@H](O)C(=O)N(Cc2ccccc2)C12CCN(C(=O)C1CCC1)CC2 | nt | ? | nt | -1.0 | ? | nt | nt
O=C(Nc1ccon1)[C@@H]1C[C@@H](c2ccc(F)cc2)N([S+](=O)([O-])c2ccccc2)C1 | 9.9%[87.6 µM] | ? | -13.5%[172 µM] | 6.5 | ? | 0.1%[87.6 µM] | -37.1%[88.5 µM]
